From PubChem BioAssay
IDE cell activ: boosts human insulin-degrading enzyme activity in HEK cells. P14735. FAbeta-B cleavage, fluorescence polarization; 0% vehicle, 100% cell-free pure enzyme wells. activation, % at 5.96 µM. 0.073% of 340,000 active. AID 493087;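 active = activation above the mean of all tested compounds plus 3 SD, set per screening campaign, cut at about 17% in these data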
Target sequence (P14735 whole entry, looked up): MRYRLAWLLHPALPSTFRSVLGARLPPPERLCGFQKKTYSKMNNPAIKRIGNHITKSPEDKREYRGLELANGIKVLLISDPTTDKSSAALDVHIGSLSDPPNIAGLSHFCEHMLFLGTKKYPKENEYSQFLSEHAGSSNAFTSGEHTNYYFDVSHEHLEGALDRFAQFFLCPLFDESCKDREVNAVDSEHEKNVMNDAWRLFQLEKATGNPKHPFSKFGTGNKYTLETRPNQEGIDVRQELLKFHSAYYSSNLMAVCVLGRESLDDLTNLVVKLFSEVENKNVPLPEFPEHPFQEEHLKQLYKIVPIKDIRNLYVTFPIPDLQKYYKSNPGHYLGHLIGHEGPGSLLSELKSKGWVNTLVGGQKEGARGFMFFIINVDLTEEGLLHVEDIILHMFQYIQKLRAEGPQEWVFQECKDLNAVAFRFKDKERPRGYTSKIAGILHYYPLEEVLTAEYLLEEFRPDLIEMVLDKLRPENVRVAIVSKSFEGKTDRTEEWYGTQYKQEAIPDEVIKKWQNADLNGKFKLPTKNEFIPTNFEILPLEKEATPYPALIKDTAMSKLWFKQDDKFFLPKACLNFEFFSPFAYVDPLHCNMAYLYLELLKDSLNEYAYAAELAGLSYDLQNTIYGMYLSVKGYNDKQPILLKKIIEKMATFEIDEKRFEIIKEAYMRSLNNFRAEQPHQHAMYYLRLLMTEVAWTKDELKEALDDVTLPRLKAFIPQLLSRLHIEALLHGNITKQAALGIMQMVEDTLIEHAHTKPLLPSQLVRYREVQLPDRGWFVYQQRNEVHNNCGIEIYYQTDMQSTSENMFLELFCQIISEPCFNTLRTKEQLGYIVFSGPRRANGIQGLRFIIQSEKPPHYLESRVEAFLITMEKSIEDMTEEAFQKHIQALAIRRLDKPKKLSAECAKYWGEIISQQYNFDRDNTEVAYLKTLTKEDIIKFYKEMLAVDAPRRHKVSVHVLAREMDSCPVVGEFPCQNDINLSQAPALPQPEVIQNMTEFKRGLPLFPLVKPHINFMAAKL
* = called active by the depositor.

SMILES | IDE cell activ
CC(Oc1ccc(F)cc1)C(=O)Nc1ccccc1C(=O)N1CCCCC1 (configuration not stated) | -5
Cc1cnc(C(=O)OCC(=O)N(Cc2ccccc2)C(C)(C)C)cn1 | 1
C[C@@H]1COC(=O)[C@H](Cc2ccc(F)cc2)CC/C=C/C[C@@H](CC(=O)N[C@H](CO)Cc2ccccc2)C(=O)N1 | 0
COc1cccc(-c2ncc3ccccc3c2COC(=O)CCCC(=O)O)c1 | -4
Cc1ccc2c(c1)N(CC(=O)Nc1ccccc1F)C(=O)C(C)O2 (configuration not stated) | -2
Cc1cccc(C(=O)OCC(=O)N2CCCCCC2)c1C | -2
CC1=CN(S(=O)(=O)c2ccc(C)cc2)C[C@@H]2c3ccccc3N(S(=O)(=O)c3ccc(C)cc3)[C@H]12 | 6
COc1cc(/C=C(\C#N)C(=O)c2ccc(O)c(O)c2)cc(I)c1O | -21
COc1ccc(C(=O)N2CCN(c3ncccn3)CC2)cc1S(=O)(=O)N1CCOCC1 | 6
CCN(C[C@H]1N[C@@](C)(C(=O)OC)[C@H]2C(=O)N(Cc3ccccc3)C(=O)[C@@H]12)C(=O)Nc1ccc(OC)cc1 | 1
O=C(O)/C(=C/c1ccc(Cl)c([N+](=O)[O-])c1)c1ccc(S(=O)(=O)N2CCCCC2)s1 | 1
C=CCC[C@H](Cc1ccc(F)cc1)C(=O)OC[C@@H](Cc1c[nH]c2ccccc12)NC(=O)[C@H](CC=C)CC(=O)N(CCO)Cc1ccccc1 | 4
O=C(NCC1CCCO1)c1ccc(S(=O)(=O)Nc2ccc(F)cc2)cc1 (configuration not stated) | 0
O=C(CC1C[C@H](C(=O)N2CCCCC2)[C@@]2(CCc3ccccc3)c3[nH]c4ccccc4c3CCN2C1=O)NCCCn1ccnc1 (some centres not stated) | 1
CCOC(=O)C1=CN(Cc2ccco2)S(=O)(=O)N(CC)C1c1ccc(C(F)(F)F)cc1 (configuration not stated) | 4
Cc1ccc(S(=O)(=O)Nc2cccc3c2O[C@H](CN(C)Cc2ccc(-c4ccccc4)cc2)[C@@H](C)CN([C@H](C)CO)C3=O)cc1 | 0
CSc1ccc(S(=O)(=O)NCC(=O)OCC(=O)NCc2ccco2)cc1[N+](=O)[O-] | 0
CCCCn1c(N)c(N(C)C(=O)c2ccc(-n3cccn3)cc2)c(=O)[nH]c1=O | 1
Cc1ccccc1NC(=O)COC(=O)c1ccc2c(c1)OCCO2 | 9
CC(C(=O)Nc1nnc(C2CC2)s1)N1C(=O)C2CC=CCC2C1=O (configuration not stated) | 4

The list goes on, overlapping the part above by 2 compounds.
SMILES | IDE cell activ
Cc1ccccc1NC(=O)COC(=O)c1ccc2c(c1)OCCO2 | 9
CC(C(=O)Nc1nnc(C2CC2)s1)N1C(=O)C2CC=CCC2C1=O (configuration not stated) | 4
COc1ccc(-c2noc(CCC(=O)N3CCN(c4cccc(F)c4)CC3)n2)cc1 | 0
Cc1ccccc1OCC(=O)Nc1ccc(C)c(S(=O)(=O)N2CCCCCC2)c1 | -2
COc1cccc(C(=O)NOCc2ccc(C)cc2)c1OC | 1
NS(=O)(=O)c1cccc(NC(=O)COC(=O)CCC2CCCC2)c1 | 6
CC1CC(C)(C)CC2(C1)NC(=O)N(CC(=O)Nc1nccs1)C2=O (configuration not stated) | 4
COCCN(C(=O)COC(=O)c1cc2c(s1)CCCC2)c1c(N)n(Cc2ccccc2)c(=O)[nH]c1=O | 1
CC1CCN(C(=O)c2ccc(NC(=O)CC3SC(N4CCCC4)=NC3=O)cc2)CC1 (configuration not stated) | 2
COc1ccc(CC(=O)Nc2cc(S(=O)(=O)N3CCOCC3)ccc2N2CCOCC2)cc1OC | 3
O=C(COc1ccc(-n2cnnn2)cc1)Nc1ccc(F)c(F)c1 | 1
CC(=O)c1cccc(NC(=O)CCc2nc3sc4c(c3c(=O)[nH]2)CCCC4)c1 | -2
CCc1ccc(CN(C)C(=O)C2=CC=CN3CCS(=O)(=O)N=C23)cc1 | 2
Fc1ccc(NC(=S)N2CCN(c3ccccn3)CC2)cc1Cl | 4
C[C@@H](C(=O)OCC(=O)c1ccc(F)c(F)c1)N1C(=O)C2CCCCC2C1=O (some centres not stated) | 5
O=C(NCCS(=O)(=O)N1CCN(c2ccccc2)CC1)C1CC1 | 5
CCCCN1C(=O)C(=O)N(CC(=O)Nc2sc(C)c(C)c2C(=O)OC)C1=O | 3
O=C(COC(=O)c1cncc(Br)c1)NCc1cccs1 | 1
Cc1ccc(NC(=O)CCCc2nc3ccccc3c(=O)[nH]2)c(Cl)c1 | 1
COC(=O)C1(NC(=O)CNC(=O)OCc2ccccc2)CCCC1 | 5
CCN(C(=O)Cn1nc(C)c([N+](=O)[O-])c1C)c1c(N)n(Cc2ccccc2)c(=O)[nH]c1=O | 5
Cc1ccc(S(=O)(=O)CCC(=O)OCc2nnc(-c3ccc([N+](=O)[O-])cc3)o2)cc1 | 0
COc1ccc(CCC(=O)Nc2ccc(OC)c(S(=O)(=O)N3CCCCC3)c2)cc1 | 4
O=C(c1cccc(S(=O)(=O)NCc2ccccc2)c1)N1CCN(c2ccc(F)cc2)CC1 | 2
CCOc1ncccc1C(=O)OC(C)C(=O)Nc1ccc(N2CCOCC2)cc1 (configuration not stated) | 0
C[C@H]1CN=C(Nc2ccccc2)N1CCc1ccccc1 | 5
O=C(NNC(=O)c1ccc2c(=O)n3c(nc2c1)CCC3)c1ccc(F)cc1 | 6
O=C(COC(=O)/C=C/c1cccc(Cl)c1)Nc1ccc2[nH]c(=O)[nH]c2c1 | 8
CNC(=O)[C@H]1O[C@@H](n2cnc3c(NCc4cccc(I)c4)ncnc32)[C@H](O)[C@@H]1O | 1
CN(C)c1ccc(C(CNS(=O)(=O)c2ccc([N+](=O)[O-])cc2)N2CCOCC2)cc1 (configuration not stated) | 1
Cc1ccc(NC(=O)C(=O)NCC2CCCN2S(=O)(=O)c2cccs2)c(C)c1 (configuration not stated) | 4
CCOC(=O)c1c(C)[nH]c(C(=O)OCC(=O)N2CCCC2=O)c1C | -1
CC(C)C[C@H]1CN([C@@H](CC(C)C)CN2CCC[C@@H]2CN2C(=O)C(=O)NC[C@@H]2Cc2ccccc2)C(=O)C(=O)N1CC1CCCCC1 | 1
NC(C(=O)O)C1ON=C(Cl)C1O (configuration not stated) | -3
CSc1ccccc1NC(=O)COC(=O)c1cnc(C)cn1 | 0
CCN(CC)S(=O)(=O)c1cccc(C(=O)NC(C(=O)NCCc2ccccn2)C(C)C)c1 (configuration not stated) | -5
Cn1c(N)c(C(=O)COC(=O)c2ccc3ccccc3c2)c(=O)n(C)c1=O | -8
Cc1ccc(C(CNS(=O)(=O)c2ccc(Br)cc2)N2CCN(C)CC2)cc1 (configuration not stated) | 4
CC(=O)Nc1ccc(NC(=O)CSc2n[nH]c(-c3cccs3)n2)cc1 | 4
COc1cccc(CN(C)C(=O)c2cccc(S(=O)(=O)NCc3ccccc3)c2)c1OC | 6
COc1ccc(-c2cccc(NC(=O)c3cccs3)c2)nn1 | 3
Cc1cccc[n+]1CC(=O)c1ccc([N+](=O)[O-])cc1 | 3
Cc1ccc(N2CC(C(=O)N(C)CC(=O)Nc3ccc(Cl)c(C(F)(F)F)c3)CC2=O)cc1 (configuration not stated) | 6
COc1cccc(NC(=O)CN(C)C(=O)C(CCSC)NC(=O)c2ccco2)c1 (configuration not stated) | 0
N#Cc1ccccc1S(=O)(=O)N1CCN(C(=O)c2cccc(S(=O)(=O)N3CCCC3)c2)CC1 | 3
CCOC(=O)[C@H]1[C@H]2COc3ccc(Br)cc3[C@@H]2N2C(=O)c3cc(Br)ccc3NC(=O)[C@@]12C | 1
C[C@@H]1CN([C@@H](C)CO)C(=O)Cc2cc(NC(=O)Nc3ccc4c(c3)OCO4)ccc2O[C@@H]1CN(C)C(=O)NC1CCCCC1 | 4
COc1ccc(NS(=O)(=O)c2cccc(C(=O)N3CCCCCC3)c2)cc1 | -1
Cn1c(N)c(C(=O)COC(=O)/C=C/c2cccc(Br)c2)c(=O)n(C)c1=O | 4
COc1ccccc1C(=O)NCCC(=O)NCC(c1ccc(F)cc1)N1CCOCC1 (configuration not stated) | 1
Cc1ccc(S(=O)(=O)CC(=O)N2CCN(c3ccc([N+](=O)[O-])cc3)CC2)cc1 | -1
Cc1ccc(NC(=O)CSc2nnc(CNC(=O)c3ccco3)n2C)cc1C | 0
C[C@H]1COC(=O)[C@@H](Cc2ccc(F)cc2)C/C=C\C[C@@H](CC(=O)NCCO)C(=O)N1 | 3
Cc1ccc(C(=O)Nc2ccc(F)c(S(=O)(=O)N3CCOCC3)c2)s1 | 2
COC(=O)c1ccc2c(c1)N(Cc1nc(-c3ccc(Cl)cc3)oc1C)C(=O)C1CCCN21 (configuration not stated) | 5
CCCn1nc(C(=O)Nc2cc(S(=O)(=O)Nc3ccc(OC)cc3)ccc2O)c2ccccc2c1=O | -4
CCOc1cc(C(=O)Nc2ccc(C(=O)NCCN(CC)CC)cc2)ccc1OCC(=O)N1CCOCC1 | -1
COc1ccc(C(=O)NC(C)c2cccnc2)cc1S(=O)(=O)N(C)Cc1ccccc1 (configuration not stated) | 11
CCN(C(=O)COc1cc(OC)ccc1C(C)=O)C1CCS(=O)(=O)C1 (configuration not stated) | -1
N#Cc1ccc(C(=O)OCC(=O)Nc2cccnc2Cl)cc1 | -2
CCOc1ccc(C=NNc2ccc(S(=O)(=O)Nc3ccccc3C(=O)O)cc2[N+](=O)[O-])cc1 | -1
COCCn1c(C)cc(C(=O)COc2ccc(N(C)S(=O)(=O)c3ccc(C)cc3)cc2)c1C | 2

The list goes on, overlapping the part above by four compounds.
SMILES | IDE cell activ
CCN(C(=O)COc1cc(OC)ccc1C(C)=O)C1CCS(=O)(=O)C1 (configuration not stated) | -1
N#Cc1ccc(C(=O)OCC(=O)Nc2cccnc2Cl)cc1 | -2
CCOc1ccc(C=NNc2ccc(S(=O)(=O)Nc3ccccc3C(=O)O)cc2[N+](=O)[O-])cc1 | -1
COCCn1c(C)cc(C(=O)COc2ccc(N(C)S(=O)(=O)c3ccc(C)cc3)cc2)c1C | 2
CC(C)(CNC(=O)c1cccc(F)c1)CNC(=O)c1cccc(F)c1 | 3
COC(=O)[C@]1(C)N[C@H](CN(C)C(=O)c2ccc(F)cc2)[C@@H]2C(=O)N(C)C(=O)[C@@H]21 | 5
COc1ccc(C(=O)N[C@H](C(=O)OCc2nc3ccsc3c(=O)[nH]2)C(C)C)cc1 | 3
O=C(CN1C(=O)NC2(CCCc3ccccc32)C1=O)c1ccc(F)c(F)c1 (configuration not stated) | 6
O=S(=O)(O)c1cc(O)c2ccc(Nc3ccccc3)cc2c1 | -10
Cc1ccsc1C(=O)OCC(=O)NC1CCCC1 | 4
COc1ccc(CC(=O)Nc2ccc(F)c(Cl)c2)cc1S(=O)(=O)N1CCOCC1 | 1
CCOC(=O)[C@H]1[C@H]2COc3ccc(OC)cc3[C@@H]2N2C(=O)c3ccc(C)cc3NC(=O)[C@@]12C | 4
OC(COc1ccccc1)CN1CCCCC1 (configuration not stated) | 0
CCN(C[C@H]1N[C@@](Cc2ccccc2)(C(=O)OC)[C@H]2C(=O)N(C)C(=O)[C@@H]12)S(=O)(=O)c1ccccc1 | 2
COc1cc(OC)cc(C(=O)Nc2nc(CC(=O)NCc3ccc(F)cc3)cs2)c1 | 4
COc1cc(OC)cc(OC(=O)C2CCN(C(=O)c3ccc(F)cc3)CC2)c1 | 0
Nc1c(C(=O)CSc2nccn2-c2ccc(Cl)cc2)c(=O)[nH]c(=O)n1C1CC1 | -1
CC1CCc2sc(C(=O)NCC3CCCO3)cc2C1 (configuration not stated) | -2
O=C(COc1coc(CN2CCc3ccccc3C2)cc1=O)Nc1ccc([N+](=O)[O-])cc1 | 3
CCN1CCN(c2ccc(S(=O)(=O)N3CCOCC3)cc2NC(=O)CC(NC(C)=O)c2ccccc2)CC1 (configuration not stated) | 5
CCN(CC)S(=O)(=O)c1cc(NC(=O)CSCc2c(C)noc2C)ccc1C | 5
O=C1C2CCC(C2)C1CN1CCOCC1 (configuration not stated) | 1
O=C(OCC(=O)N1CCC(Cc2ccccc2)CC1)c1ccc(CO)cc1 | 5
CN(C)CCCN(C(=O)c1ccc(S(=O)(=O)N2CCCCCC2)cc1)c1nc2cc3c(cc2s1)OCCO3 | 4

The last 6 compounds of the part before are carried over, then new ones follow.
SMILES | IDE cell activ
O=C(COc1coc(CN2CCc3ccccc3C2)cc1=O)Nc1ccc([N+](=O)[O-])cc1 | 3
CCN1CCN(c2ccc(S(=O)(=O)N3CCOCC3)cc2NC(=O)CC(NC(C)=O)c2ccccc2)CC1 (configuration not stated) | 5
CCN(CC)S(=O)(=O)c1cc(NC(=O)CSCc2c(C)noc2C)ccc1C | 5
O=C1C2CCC(C2)C1CN1CCOCC1 (configuration not stated) | 1
O=C(OCC(=O)N1CCC(Cc2ccccc2)CC1)c1ccc(CO)cc1 | 5
CN(C)CCCN(C(=O)c1ccc(S(=O)(=O)N2CCCCCC2)cc1)c1nc2cc3c(cc2s1)OCCO3 | 4
O=C(C(Br)=Cc1ccccc1)c1ccccc1 | -2
CC(C)n1cnc2c(NCc3ccccc3)cc(Cc3ccc(F)cc3)cc21 | 7
Cc1ccc(C)c(NC(=O)COC(=O)CCNC(=O)c2ccco2)c1 | 6
COc1ccc(S(=O)(=O)N2CCOCC2)cc1C(=O)N(C)Cc1ccccc1F | 3
CCCCN1CCNC[C@H]1Cc1ccc(O)cc1 | 0
CC(=O)c1ccc(S(=O)(=O)NCC(=O)NC(c2nc3ccccc3[nH]2)C(C)C)cc1 (configuration not stated) | 2
COc1cccc(CNC(=O)COC(=O)c2cccc(S(=O)(=O)N3CCCC3)c2)c1 | -3

3 entries from above, ordered by number of heavy atoms, smallest number first.
SMILES | IDE cell activ
CCCCN1CCNC[C@H]1Cc1ccc(O)cc1 | 0
CC(C)n1cnc2c(NCc3ccccc3)cc(Cc3ccc(F)cc3)cc21 | 7
COc1ccc(S(=O)(=O)N2CCOCC2)cc1C(=O)N(C)Cc1ccccc1F | 3

An excerpt; count on the stated rates, not on these rows.
